ABCB6 inh 2 – ABCB6 transporter inhibitors, primary screen, K562-ABCB6 cells, flow cytometry, MLPCN library; ATP-binding cassette sub-family B member 6 (Homo sapiens), Q9NP58; K562-ABCB6 porphyrin accumulation, 1 h; stronger effect = lower value; fluorescence ratio to DMSO, % at 10 µM; 360,000 tested, 0.19% active; AID 602162, 2011;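 active = fluorescence ratio to DMSO below 75%, the collection mean minus 3 SD; inconclusive = too few cells collected in the well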;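 note: signal is porphyrin accumulated inside mitochondria; 100% equals median channel fluorescence of DMSO control wells; lower ratio means ABCB6 inhibition with less porphyrin fluorescence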
PDI turbidity – inhibitors of human PDI, primary screen, biochemical, turbidity, single point, plate reader. inhibition, % at 10 µM. PDI insulin aggregation turbidity, A650, 90 min. Protein disulfide-isomerase (Homo sapiens), P07237. 350,000 tested, 0.052% active;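 active = mean inhibition across replicates of 30% or more, whatever share of single replicates reach that level; inconclusive = mean inhibition below 30% while every single replicate reaches 30%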;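 note: absorbance from insulin aggregation driven by PDI reduction with DTT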
N-glyco inh – increase of ERlucT glycosylation luciferase signal, primary screen, N-linked glycosylation inhibitor project, D54 ERlucT cells, luminescence, set 2; D54 ERlucT glycosylation luciferase reporter, 24 h; percent of 100 nM tunicamycin response; reporter increase, % at 12.5 µM; 360,000 tested, 0.23% active;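 active = mean luciferase reporter signal, scaled so untreated is 0 and the glycosylation-blocking control 100, at or above a set limit in every replicate; inconclusive = mean reaches the limit but not every replicate does; inactive = mean below the limit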;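 note: luciferase carries N-glycosylation sites so blocking glycosylation raises the light; 0% = median of neutral control wells and 100% = median of 100 nM tunicamycin wells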
MC4R ag barr – MC4R agonists recruiting beta-arrestin, primary screen, cell-based, luminescence, agonist arm of biased-ligand search; 360,000 tested, 0.98% active; U2OS MC4R beta-arrestin complementation; percent of melanotan II response, DMSO zero; activation, % at 8.9 µM; Melanocortin receptor 4 (Homo sapiens), P32245; AID 540308, 2011;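 active = activation above a per-plate cutoff, the mean activation of sample wells on that plate plus 3 SD, cut at about 8% in these data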
Target sequence (P32245 whole entry, looked up): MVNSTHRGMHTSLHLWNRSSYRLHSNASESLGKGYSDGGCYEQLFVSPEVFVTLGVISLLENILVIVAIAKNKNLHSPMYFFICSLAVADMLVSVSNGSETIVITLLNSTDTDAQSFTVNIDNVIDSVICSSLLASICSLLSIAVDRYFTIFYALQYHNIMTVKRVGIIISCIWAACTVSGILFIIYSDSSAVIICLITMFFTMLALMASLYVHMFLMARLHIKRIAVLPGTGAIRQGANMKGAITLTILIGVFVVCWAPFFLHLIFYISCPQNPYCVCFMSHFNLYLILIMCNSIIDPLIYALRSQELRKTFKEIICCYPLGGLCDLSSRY
HTR2A ag – mouse Htr2a agonists via beta-arrestin recruitment, primary screen, cell-based, luminescence; 360,000 tested, 0.66% active; activation, % at 7.6 µM; 5-hydroxytryptamine receptor 2A (Mus musculus), P35363; CHO-K1 mHTR2A beta-arrestin complementation; percent of 30 µM serotonin response;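 active = activation above a run cutoff, the mean activation of all tested compounds plus 3 SD, cut at about 14% in these data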;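 note: 0% = plate median of compound wells and 100% = 30 µM serotonin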
Target sequence (P35363 whole entry, looked up): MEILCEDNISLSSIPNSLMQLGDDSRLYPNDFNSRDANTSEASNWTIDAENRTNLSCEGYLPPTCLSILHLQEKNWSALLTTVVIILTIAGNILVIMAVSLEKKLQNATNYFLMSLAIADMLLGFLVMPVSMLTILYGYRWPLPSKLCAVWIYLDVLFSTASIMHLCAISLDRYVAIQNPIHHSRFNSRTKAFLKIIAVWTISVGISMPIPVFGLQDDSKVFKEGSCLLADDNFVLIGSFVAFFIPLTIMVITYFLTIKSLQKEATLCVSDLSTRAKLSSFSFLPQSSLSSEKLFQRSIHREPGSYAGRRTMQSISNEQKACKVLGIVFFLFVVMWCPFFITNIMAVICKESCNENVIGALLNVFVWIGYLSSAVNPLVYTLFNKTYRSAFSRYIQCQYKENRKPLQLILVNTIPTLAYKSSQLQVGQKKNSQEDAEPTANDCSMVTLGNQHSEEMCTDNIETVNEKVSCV
Cardio protect – cardioprotection against H2O2-induced cell death, primary screen, uHTS, H9c2 cells, ATPLite luminescence; H9c2 cardiomyocytes, H2O2 injury protection, 2 h; protection from H2O2 cell death, % at 20 µM; 360,000 tested, 0.63% active;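 active = compounds giving at least 50% protection of heart cells from peroxide-induced death in the single-dose screen, raw or plate-pattern-corrected value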;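 note: 0% = DMSO wells with peroxide and 100% = DMSO wells without peroxide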
ABHD5 PLIN5 PPI – ABHD5-PLIN5 interaction inhibitors, primary screen, cell lysate, split luciferase complementation, luminescence; 360,000 tested, 0.78% active; Split G. princeps luciferase complementation, 4 h; inhibition, % at 4 µM;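 active = inhibition above the mean inhibition across every tested compound plus 3 SD, cut at about 22% in these data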;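 note: 0% = DMSO only wells and the 100% control is not disclosed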
CaV13 FRET inh – Primary screen for inhibitors of IQ motif and Ca2+-dependent inactivation inhibitor domain binding in CACNA1D, Förster resonance energy transfer in living cells, …; HEK cells, CFP/YFP FRET ICDI-IQ, plate reader, 10 min; percent FRET-ratio fall versus neutral wells; 340,000 tested, 0.098% active; inhibition, % at 12.3 µM;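 active = mean replicate inhibition of at least 30% and at least 1% of replicates passing that level; inconclusive = only one of the two criteria is met; inactive = neither criterion is met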;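 note: 0% = median of the neutral control wells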
Exocytosis inh – LAMP-1 surface exposure blockers, TALL-104 cells – cell-based, flow cytometry, MLPCN library, primary screen; 360,000 tested, 0.66% active; inhibition, % at 10 µM; TALL-104 LAMP-1 surface exposure; cells stimulated with thapsigargin and PMA; AID 651702, 2012;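 active = inhibition above about 55%, limit read from the data; inconclusive = no clear call, values can overlap the other calls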
MC4R antag cAMP – MC4R antagonists of cAMP signaling, primary screen, cell-based, TR-FRET, antagonist arm of biased-ligand search. Melanocortin receptor 4 (Homo sapiens), P32245. MC4R-expressing cells, MTII-stimulated cAMP, LANCE TR-FRET. inhibition, % at 6.5 µM. 360,000 tested, 0.48% active;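 active = inhibition above its plate's cutoff, the mean of tested wells on that plate plus 3 SD, cut at about 29% in these data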;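 note: 0% = Melanotan II alone and 100% = Melanotan II plus saturating MCL0020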
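Assay system: U2OS cells stably expressing human melanocortin 4 receptor (MC4R) / Dosing: 6.5 µM / Timing: compound 30 min, challenge 1 h, detection 1 h / Measured by: Eu-cAMP/anti-cAMP TR-FRET, emission 671 nm / Replicates: singlicate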
* marks the source's active call; other numbers are inactive results; u = inconclusive; x = not tested or not shown.

The opening 2 records (preview)
SMILES | ABCB6 inh 2 | PDI turbidity | N-glyco inh | MC4R ag barr | HTR2A ag | Cardio protect | ABHD5 PLIN5 PPI | CaV13 FRET inh | Exocytosis inh | MC4R antag cAMP
O=C(C1CC(=O)N(c2ccc3c(c2)OCCO3)C1)N1CCN(S(=O)(=O)c2ccc(F)cc2)CC1 (stereo unspecified) | 97 | 8 | -1 | -1.0 | 5 | -2 | -4 | -5 | -1 | -1
Oc1ccc2c(c1)c1ccccc1c1ncccc21 | 97 | 7 | 1 | 1.7 | -1 | -6 | 7 | -8 | -3 | -9

The listing, repeating the preview:
SMILES | ABCB6 inh 2 | PDI turbidity | N-glyco inh | MC4R ag barr | HTR2A ag | Cardio protect | ABHD5 PLIN5 PPI | CaV13 FRET inh | Exocytosis inh | MC4R antag cAMP
O=C(C1CC(=O)N(c2ccc3c(c2)OCCO3)C1)N1CCN(S(=O)(=O)c2ccc(F)cc2)CC1 (stereo unspecified) | 97 | 8 | -1 | -1.0 | 5 | -2 | -4 | -5 | -1 | -1
Oc1ccc2c(c1)c1ccccc1c1ncccc21 | 97 | 7 | 1 | 1.7 | -1 | -6 | 7 | -8 | -3 | -9
COc1ccc(-c2ccc3oc(-c4ccsc4)cc(=O)c3c2)cc1F | 101 | -11 | 2 | -1.1 | 2 | -6 | 2 | -12 | -2 | 3
COc1ccc(OCCCC(=O)Nc2cc(Cl)ccc2-n2cncn2)cc1 | 96 | 4 | 1 | -0.6 | 1 | -4 | 0 | -2 | -5 | 6
COc1cc(Cl)c(C)cc1NC(=O)CN(C)Cc1cccc(OC)c1OC | 97 | -1 | -1 | -3.0 | -1 | 9 | 5 | -7 | 7 | 15
O=C(CS(=O)(=O)c1ccccc1)Nc1ccccn1 | 103 | 2 | 3 | 0.8 | -2 | 0 | 0 | -2 | -2 | 17
CCOc1ccc(OCCCN(C)C)cc1 | 95 | -3 | 2 | -1.1 | -3 | -4 | -5 | -3 | -4 | 2
CC(C)NS(=O)(=O)c1ccc(OCC(=O)Nc2ccc3c(c2)OCO3)c(Cl)c1 | 96 | -13 | -3 | 0.0 | -2 | -5 | -2 | -1 | 3 | 16
COc1ccc(N(CC(=O)NC(C)c2ccccc2)S(=O)(=O)c2ccc(C)cc2)cc1 (stereo unspecified) | 104 | 0 | 2 | 3.2 | -12 | -4 | -3 | -2 | 87* | 14
O=C(NN1C(=O)c2ccccc2NC1c1ccoc1)c1ccccc1 (stereo unspecified) | 98 | -3 | 0 | -1.4 | -1 | 3 | -3 | -4 | -4 | -2
Cc1c(Nc2nc(-c3cccc([N+](=O)[O-])c3)cs2)c(=O)n(-c2ccccc2)n1C | 94 | 0 | -2 | -1.8 | 2 | -4 | 5 | -1 | 3 | 1
CC1=NOC(=O)/C1=C\c1ccc2c(c1)OCO2 | 96 | -3 | 4 | -5.4 | 4 | 2 | -1 | -2 | 2 | 8
CC(C)Sc1nnc([C@H](C)NC(=O)OC(C)(C)C)o1 | 98 | -8 | 1 | -0.8 | -2 | -5 | -6 | -4 | -5 | 1
COc1cccc2cc(C(=O)OCC(=O)NCc3ccc4c(c3)OCO4)c(=O)oc12 | 98 | -6 | -1 | 0.1 | 5 | 6 | 1 | -11 | 12 | 8
O=C(COC(=O)c1ccc(Cl)nc1)Nc1nnc(-c2ccccc2)o1 | 100 | 0 | 2 | -0.4 | -4 | 4 | -1 | -5 | 34 | 10
CC(C)(C)C(=O)Nc1nc(-c2ccccc2)ns1 | 100 | -2 | -7 | -1.5 | -2 | -7 | -2 | -5 | -3 | 9
COc1cc(OC)c2c(=O)cc(-c3cccnc3)oc2c1 | 93 | -8 | 5 | 1.1 | 10 | 14 | 6 | -19 | 15 | -6
COc1ccc(C(=O)NCc2nc3ccccc3[nH]2)cc1OC | 98 | x | 1 | 1.0 | 10 | 14 | 5 | -4 | -8 | -2
O=C(NNS(=O)(=O)c1ccc([N+](=O)[O-])cc1)c1cnn(-c2ccccc2)c1-n1cccc1 | 89 | -2 | 2 | -2.4 | -2 | 0 | -3 | -4 | -5 | 2
COc1ccc2nc(N(CCN(C)C)C(=O)/C=C/c3cccs3)sc2c1 | 95 | 2 | 4 | -0.3 | -8 | -12 | 15 | -6 | 14 | 5
Cc1ccc(SC(C)C(=O)Nc2ccccc2-c2ccccc2)cc1 (stereo unspecified) | 101 | -2 | -5 | 1.1 | -9 | -9 | -9 | -17 | 5 | -3
O=C(COc1ccc(-n2cnnn2)cc1)Nc1ccccc1Cl | 73* | 6 | -3 | -1.1 | -1 | -1 | 0 | -7 | -10 | -4
CCOc1ccc(/C(C)=N\NC(=O)Cc2ccccc2)cc1 | 96 | 8 | 1 | -0.7 | 0 | -6 | 4 | -4 | -5 | 4
Nc1ccc(N2CCCCC2)c2nonc12 | 106 | u | 1 | -0.7 | -1 | -4 | -15 | -3 | -7 | -7

Ordered by molar mass (low to high): part of the list above.
SMILES | ABCB6 inh 2 | PDI turbidity | N-glyco inh | MC4R ag barr | HTR2A ag | Cardio protect | ABHD5 PLIN5 PPI | CaV13 FRET inh | Exocytosis inh | MC4R antag cAMP
COc1cc(OC)c2c(=O)cc(-c3cccnc3)oc2c1 | 93 | -8 | 5 | 1.1 | 10 | 14 | 6 | -19 | 15 | -6
CC(C)Sc1nnc([C@H](C)NC(=O)OC(C)(C)C)o1 | 98 | -8 | 1 | -0.8 | -2 | -5 | -6 | -4 | -5 | 1
CCOc1ccc(/C(C)=N\NC(=O)Cc2ccccc2)cc1 | 96 | 8 | 1 | -0.7 | 0 | -6 | 4 | -4 | -5 | 4
O=C(COc1ccc(-n2cnnn2)cc1)Nc1ccccc1Cl | 73* | 6 | -3 | -1.1 | -1 | -1 | 0 | -7 | -10 | -4
Cc1ccc(SC(C)C(=O)Nc2ccccc2-c2ccccc2)cc1 (stereo unspecified) | 101 | -2 | -5 | 1.1 | -9 | -9 | -9 | -17 | 5 | -3
O=C(NNS(=O)(=O)c1ccc([N+](=O)[O-])cc1)c1cnn(-c2ccccc2)c1-n1cccc1 | 89 | -2 | 2 | -2.4 | -2 | 0 | -3 | -4 | -5 | 2

(listing goes on)
SMILES | ABCB6 inh 2 | PDI turbidity | N-glyco inh | MC4R ag barr | HTR2A ag | Cardio protect | ABHD5 PLIN5 PPI | CaV13 FRET inh | Exocytosis inh | MC4R antag cAMP
O=C(NCc1cccc(Cl)c1)C1CCC(=O)N(CC2CCCCC2)C1 (stereo unspecified) | 106 | 4 | 2 | 1.0 | 5 | -4 | 0 | -5 | -8 | -3
CC(C)N(Cc1ccccc1)C(=O)COC(=O)C1CCN(c2ccc(C(F)(F)F)cn2)CC1 | 98 | -2 | 1 | -0.1 | -6 | -5 | 1 | -5 | 12 | 8
Cc1ccc(CNC(=O)COC(=O)COc2ccc(C#N)cc2)cc1 | 97 | -28 | 1 | -5.5 | -1 | 5 | 0 | -2 | -4 | 21
CCCOc1cccc(-c2cc(C(=O)N/N=C/c3cccnc3)c3ccccc3n2)c1 | 100 | -4 | -8 | 1.3 | -6 | 2 | 4 | -6 | 35 | 3
CCOC(=O)CNC(=O)c1ccc2c(c1)OCCO2 | 101 | 8 | 3 | -0.9 | 3 | -9 | 2 | -2 | -3 | 4
COc1c(Cl)cnn(-c2ccc(Cl)c(Cl)c2)c1=O | 101 | -1 | -1 | -1.8 | -2 | -1 | 2 | -3 | 10 | 3
O=C(COC(=O)c1ccc(Br)o1)Nc1nc2c(F)c(F)c(F)cc2s1 | 97 | -6 | 1 | 5.5 | 7 | -3 | 12 | -5 | 1 | 3
Cc1ccc(C(=O)Nc2nc(-c3ccc(F)cc3)cs2)o1 | 98 | 13 | 1 | 1.6 | -3 | -5 | -1 | -4 | -8 | 13
COc1ccc(-c2nnc3sc(COc4ccccc4)nn23)cc1 | 86 | 6 | 0 | 1.1 | 3 | 36 | 3 | -9 | -2 | 3
O=C(/C=C/Nc1ccc(OC(F)(F)F)cc1)C(F)(F)F | 98 | 4 | 2 | -0.9 | 5 | -6 | 2 | -6 | 5 | 3
Cc1cc(=O)[nH]c(SCC(=O)NC2CCCCC2)n1 | 102 | -4 | 2 | -0.1 | -4 | 0 | -4 | -3 | 10 | -2
CS(=O)(=O)/C(C#N)=C/c1c(-c2ccccc2)nc2n1CCS2 | 92 | 6 | 3 | 0.7 | 5 | 9 | 0 | -4 | -1 | -1
CCCNC(=O)NC(=O)COC(=O)CC(NC(N)=O)c1ccc(Cl)cc1 (stereo unspecified) | 103 | -3 | 2 | -3.4 | 3 | 8 | -1 | -3 | -2 | -1
CCn1nnc2cc(C(=O)Nc3ccc(C(=O)OC(C)C)cc3)ccc21 | 104 | -4 | 0 | -1.8 | -2 | 0 | 2 | -6 | -1 | 2
Cc1csc(NC(=O)c2ccc(Cl)cc2[N+](=O)[O-])n1 | 97 | -4 | -2 | -0.7 | -3 | -4 | -13 | 0 | 2 | 4
CCC(C)NC(=O)c1cc(-c2ccc3c(c2)OCO3)on1 (stereo unspecified) | 98 | 1 | -8 | -1.9 | 4 | -8 | 4 | -3 | 6 | 2
O=c1cc[nH]c2c(Cl)cccc12 | 97 | 4 | 2 | -1.8 | -5 | 19 | 0 | -2 | -4 | 6
CCOc1ccc2oc(C(=O)Nc3nccs3)c(C)c2c1 | 99 | -8 | -10 | 0.3 | -4 | -8 | 1 | -17 | -1 | -1
CCCCN(CCCC)CCNC(=O)CN1C(=O)COc2ccc(S(=O)(=O)N3CCC(C)CC3)cc21 | 101 | -6 | -6 | -1.5 | -4 | -3 | -3 | -5 | -1 | 2
NNC(=O)c1cc(C2CC2)nc2ccc(Br)cc12 | 99 | -3 | 1 | -1.9 | -2 | -8 | -7 | -5 | -16 | -4
C/C(=N\NC(=O)c1ccc(Cl)cc1)c1cccnc1 | 98 | 10 | 1 | -1.1 | -11 | -14 | -9 | -19 | -4 | 3
